# High-throughput results (PubChem)
# ATG4B inhibitor = blocks human ATG4B protease cleavage of LC3 substrate. ATG4B cleavage of LC3-PLA2, NBD-HPC fluorescence, 1 h. inhibition, % at 8.33 µM. 340,000 compounds, 0.51% hits; in the data active means inhibition above about 40%
# Target sequence (Q9Y4P1 whole entry, looked up): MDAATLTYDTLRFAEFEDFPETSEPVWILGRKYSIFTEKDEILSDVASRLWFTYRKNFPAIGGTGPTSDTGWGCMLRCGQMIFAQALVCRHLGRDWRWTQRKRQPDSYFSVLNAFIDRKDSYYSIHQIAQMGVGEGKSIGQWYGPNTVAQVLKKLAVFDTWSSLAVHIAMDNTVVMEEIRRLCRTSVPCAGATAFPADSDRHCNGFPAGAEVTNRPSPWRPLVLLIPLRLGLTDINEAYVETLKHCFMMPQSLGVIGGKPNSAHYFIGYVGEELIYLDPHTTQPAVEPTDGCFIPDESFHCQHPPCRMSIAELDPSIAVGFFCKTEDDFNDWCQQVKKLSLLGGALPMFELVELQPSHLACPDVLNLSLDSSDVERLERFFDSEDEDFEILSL
# UBC13 polyUb = inhibitors of human UBC13 polyubiquitin chain formation. P61088. AID 485273. inhibition, % at 20 µM. TR-FRET. 330,000 compounds, 0.47% hits; in the data active means inhibition above about 45%, passing the limit was not always enough
# EBI2 block = blocks human EBI2 receptor beta-arrestin signaling. EBI2 beta-arrestin recruitment, luminescence, 7a,25-OHC stimulated. inhibition, % at 5 µM. 360,000 compounds, 0.81% hits. AID 651636; in the data active means inhibition above about 38%;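 further: enzyme fragment complementation signal reports receptor beta-arrestin coupling in cells; 0% = agonist plus DMSO wells and 100% = wells without agonist; some results beyond the cut were filed as inactive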
# Gli-Sufu block = antagonists of Gli-Sufu signaling; Sufu-KO-LIGHT fibroblasts, Gli luciferase reporter luminescence; inhibition, % at 5 µM; 340,000 compounds, 0.74% hits;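 active means inhibition above about 55%, limit read from the data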;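 further: 0% = DMSO-treated cells and 100% = wells with medium but no cells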
# APJ antag = antagonists of human APJ apelin receptor; CHO-K1 APJ beta-arrestin complementation, luminescence; inhibition, % at 20 µM; 330,000 compounds, 0.32% hits; AID 2521;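 active means inhibition above about 40% at 20 µM, limit read from the data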;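 further: cells challenged with 10 nM apelin-13 agonist together with compound; plate controls were apelin-13 plus DMSO wells for no effect and DMSO wells lacking apelin-13 for full effect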
# CCR6 antagonist = CCR6 (human) receptor antagonism; P51684; CHO-K1 CCR6 PathHunter beta-arrestin, luminescence, CCL20-stimulated; inhibition, % at 20 µM; 340,000 compounds, 0.49% hits;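 active means compounds whose inhibition of the agonist-driven luminescence signal at 20 µM reaches about 50%, limit read from the data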;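 further: cells stimulated with CCL20 at 14 nM final; plate controls were DMSO with CCL20 for no effect and DMSO without agonist for full effect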
# Target sequence (P51684 whole entry, looked up): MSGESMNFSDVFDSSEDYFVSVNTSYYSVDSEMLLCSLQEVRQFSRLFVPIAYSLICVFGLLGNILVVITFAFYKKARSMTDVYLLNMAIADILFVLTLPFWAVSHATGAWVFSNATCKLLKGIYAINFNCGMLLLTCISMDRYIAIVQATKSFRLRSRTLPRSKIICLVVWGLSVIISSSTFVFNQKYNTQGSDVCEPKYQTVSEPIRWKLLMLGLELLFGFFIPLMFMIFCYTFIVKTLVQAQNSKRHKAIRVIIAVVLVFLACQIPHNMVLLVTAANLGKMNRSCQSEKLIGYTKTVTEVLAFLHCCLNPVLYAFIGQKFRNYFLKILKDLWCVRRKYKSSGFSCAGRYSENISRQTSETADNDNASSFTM
# CXCR6 inh = inhibitors of human CXCR6 receptor | O00574 | CHO-K1 PathHunter CXCR6 beta-arrestin, luminescence | inhibition, % at 20 µM | 360,000 compounds, 0.36% hits | AID 602244; in the data active means inhibition above about 34%, passing the limit was not always enough;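 further: antagonist mode with CXCL16 agonist at 10 nM final; 0% = 10 nM CXCL16 with DMSO and 100% = unstimulated wells without agonist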
# Target sequence (O00574 whole entry, looked up): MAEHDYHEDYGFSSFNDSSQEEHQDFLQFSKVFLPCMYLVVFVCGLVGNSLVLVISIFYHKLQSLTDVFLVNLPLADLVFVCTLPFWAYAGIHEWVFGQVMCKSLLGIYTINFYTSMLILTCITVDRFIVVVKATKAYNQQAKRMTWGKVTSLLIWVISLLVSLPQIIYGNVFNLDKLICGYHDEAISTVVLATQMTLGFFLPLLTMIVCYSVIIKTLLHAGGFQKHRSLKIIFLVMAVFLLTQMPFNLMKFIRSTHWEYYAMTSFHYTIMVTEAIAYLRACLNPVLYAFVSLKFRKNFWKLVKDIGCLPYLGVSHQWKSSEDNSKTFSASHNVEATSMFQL
# APJ agonist = APJ receptor agonism. P35414. CHO-K1 APJ PathHunter beta-arrestin, luminescence; 0% DMSO wells, 100% apelin. activation, % at 20 µM. 330,000 compounds, 0.11% hits;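 active means activation more than six SD over the plate average, tested at 20 µM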;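 further: 0% = DMSO alone and 100% = apelin-13 at 10 nM; some results filed as inactive read as strong as hits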
#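 Test system: CHO-K1 APJ beta-arrestin complementation cell line. Amount: cell density 1000 per well. Controls: DMSO negative, 10 nM Apelin-13 positive. Signal: luminescent beta-gal fragment complementation, chemiluminescent substrate. Read-out basis: agonist-driven arrestin binding to APJ. Timing: compound stimulation 90 min at 25 °C, detection 60 min.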
# An asterisk follows results filed as active; . = no result given.
SMILES,ATG4B inhibitor,UBC13 polyUb,EBI2 block,Gli-Sufu block,APJ antag,CCR6 antagonist,CXCR6 inh,APJ agonist
COc1ccc(C(=O)n2cnc3ccccc32)cc1Br,-6,-2,0,-5,-9,-4,7,3
COc1cccc(CC2(CO)CCCN(Cc3ccc(-c4ccco4)cc3)C2)c1 (centres undefined),14,9,-5,3,8,2,1,-3
COc1ccc(COC(=O)CCNC(=O)c2ccc(Cl)cc2)cc1,-3,1,1,-12,-36,6,-18,0
O=C(/C=C/c1ccc(F)cc1)NC(=S)Nc1ccccc1O,-4,.,1,-1,.,22,11,.
Cc1ccc(C2=NN(C(=O)CNCCO)C(c3cccs3)C2)cc1 (centres undefined),34,9,-9,-1,-4,-3,-1,-1
C/C(=N/NC(=O)CNC(=O)c1ccccn1)c1ccccc1,-2,7,-1,-14,-17,-3,-7,-3
CN(C)Cc1nc2c([nH]1)c(=O)n(C)c(=O)n2C,4,-2,-4,-2,-31,13,-2,-2
O=S(=O)(Nc1ccc(-c2cn3c(n2)SCC3)cc1)c1ccccc1F,-9,3,-1,-11,1,16,-2,-4
N#CC1=C2N=C(N)c3ccccc3N2C2=C(C(=O)CCC2)C1c1ccc(F)cc1 (centres undefined),-14,3,11,2,-17,12,-10,-3
Cc1ccc(C(=O)OCC(=O)N2CCOCC2)cc1,2,-5,1,-7,15,13,-3,-2
CN1C(=O)N(C)C2(c3ccccc3)NNC(N)=NC12c1ccccc1 (centres undefined),2,4,4,-3,11,-7,-13,-8
Cn1c(=O)c2c(nc3n2CC(COc2ccccc2)O3)n(C)c1=O (centres undefined),3,-2,5,-1,-1,10,13,-3
O=S(=O)(c1ccccc1F)N1CCC(c2nc3ccccc3[nH]2)CC1,0,-1,-2,26,-1,11,-2,0
Cc1cccc2sc(N(CCCN(C)C)C(=O)c3ccc(S(=O)(=O)N4CCc5ccccc5C4)cc3)nc12,3,39,-4,27,-5,-5,5,21
Fc1ccc(C2=CC(c3ccco3)n3nnnc3N2)cc1 (centres undefined),2,1,-5,-6,1,9,-3,-2
CCc1cc(=O)oc2c3c(cc(OCC(=O)N[C@H](C(=O)O)[C@H](C)CC)c12)OC(C)(C)CC3,7,8,2,-13,6,0,-2,-2
COc1ccc(/C(O)=C2/C(=O)C(=O)N(CCCC(=O)O)C2c2ccc(OC)c(OC)c2)cc1 (centres undefined),-4,-21,-3,0,4,4,0,0
Cc1csc(NC(=O)c2ccco2)c1C(=O)c1ccccc1,0,0,0,-3,-15,18,9,-4
CC(C)OC(=O)C1C(=O)CC(C)(O)C(C(=O)OC(C)C)C1c1cccc(O)c1 (centres undefined),-9,8,0,6,12,6,-4,-4
COc1ccc(-c2csc3nc(-c4ccccc4)oc(=O)c23)cc1OC,-10,29,32,-3,-10,20,8,-2
O=C(NNc1nc2c(F)cccc2s1)c1ccc(F)cc1,-6,2,11,-4,6,-12,-17,-3
Cc1ccc(S(=O)(=O)NCC(=O)NC2CCCCCC2)cc1,-10,0,3,3,-5,5,-3,1
COC(=O)c1ccccc1NC(=O)c1ccc(-c2ccc(Br)cc2)o1,-7,2,4,27,19,-2,-8,-2
CCCn1c(SC(C)C(=O)NCC2CCCO2)nc2sc(CC)cc2c1=O (centres undefined),0,-7,-6,6,-2,9,2,-2

# 2 of these compounds in a different format:
# Every second line gives: ATG4B inhibitor | UBC13 polyUb | EBI2 block | Gli-Sufu block | APJ antag | CCR6 antagonist | CXCR6 inh | APJ agonist
- Cc1csc(NC(=O)c2ccco2)c1C(=O)c1ccccc1
 : 0 | 0 | 0 | -3 | -15 | 18 | 9 | -4
- CC(C)OC(=O)C1C(=O)CC(C)(O)C(C(=O)OC(C)C)C1c1cccc(O)c1 (centres undefined)
 : -9 | 8 | 0 | 6 | 12 | 6 | -4 | -4

# Later entries:
SMILES,ATG4B inhibitor,UBC13 polyUb,EBI2 block,Gli-Sufu block,APJ antag,CCR6 antagonist,CXCR6 inh,APJ agonist
COc1ccc(C(=O)NC2(C(F)(F)F)C(=O)N(Cc3ccco3)C3=C2C(=O)CC(C)(C)C3)cc1OC (centres undefined),-8,-5,3,1,9,14,6,-2
CCc1ccc(OCC2Cn3c(nc4c3c(=O)[nH]c(=O)n4C)O2)cc1 (centres undefined),2,-12,2,8,1,-2,-8,-2
Oc1ccccc1Nc1nc(NCC2CCCO2)c2ccccc2n1 (centres undefined),-17,0,-13,30,0,6,-5,5
CC(=O)c1c(C)[nH]c(C(=O)OCCCCN2C(=O)c3ccccc3C2=O)c1C,-12,8,1,68*,-10,-2,-2,14
O=C1OC(Nc2cc(Br)cc3cccnc23)c2ccccc21 (centres undefined),2,-62,-7,10,-31,-6,-1,2
C/C(=N\NC(=S)NC(C)C)c1ccccc1OC(F)F,-7,2,-13,4,35,15,4,-5
COCCn1c(C)cc(C(=O)COC(=O)CCN2C(=O)c3ccccc3C2=O)c1C,-14,-8,4,5,3,-9,3,4
O=S(=O)(c1ccc2c(c1)C(O)c1ccccc1CC2)C(F)(F)F (centres undefined),40*,13,-3,24,-17,16,-6,-1
CCN(C(=O)CSc1nnc(Nc2ccccc2)s1)C1CCS(=O)(=O)C1 (centres undefined),1,-2,-5,33,13,-1,4,-2
CN(Cc1nc(-c2ccc(Cl)cc2)no1)C(=O)c1ccco1,-10,-6,3,3,-26,13,1,1
COC(=O)C(CC(C)C)NC(=O)c1cc(OC)c(OC)c(OC)c1 (centres undefined),5,2,-16,-14,5,-4,-5,-3
COc1cc(NC(=O)CN2C(=O)NC3(CCOc4ccccc43)C2=O)cc(OC)c1 (centres undefined),14,19,-6,2,1,0,-13,-2

# Next section (5 carried over from the part before).
SMILES,ATG4B inhibitor,UBC13 polyUb,EBI2 block,Gli-Sufu block,APJ antag,CCR6 antagonist,CXCR6 inh,APJ agonist
O=S(=O)(c1ccc2c(c1)C(O)c1ccccc1CC2)C(F)(F)F (centres undefined),40*,13,-3,24,-17,16,-6,-1
CCN(C(=O)CSc1nnc(Nc2ccccc2)s1)C1CCS(=O)(=O)C1 (centres undefined),1,-2,-5,33,13,-1,4,-2
CN(Cc1nc(-c2ccc(Cl)cc2)no1)C(=O)c1ccco1,-10,-6,3,3,-26,13,1,1
COC(=O)C(CC(C)C)NC(=O)c1cc(OC)c(OC)c(OC)c1 (centres undefined),5,2,-16,-14,5,-4,-5,-3
COc1cc(NC(=O)CN2C(=O)NC3(CCOc4ccccc43)C2=O)cc(OC)c1 (centres undefined),14,19,-6,2,1,0,-13,-2
COc1ccc(Nc2ncnc3sccc23)c(OC)c1,4,-8,-1,-17,-2,9,-1,-2
Cc1cccc(-c2nc3ccccc3c(=O)n2N)c1,-2,8,0,2,9,8,-2,0
O=C(NCCc1ccc(Cl)cc1)C1CCCN1C(=O)Nc1ccc(F)cc1 (centres undefined),-4,-5,7,1,-1,7,4,0
O=C(NCc1cccs1)C1CCCN1C(=O)Nc1ccccc1[N+](=O)[O-] (centres undefined),-1,-13,-15,-6,-20,13,6,-1
O=C(COC(=O)CC1CC2CCC1C2)Nc1c(F)cccc1F (centres undefined),-1,5,5,15,-3,10,1,-3
CC(=O)N1c2ccc(S(=O)(=O)N3CCC(C(=O)Nc4cccc(F)c4)CC3)cc2CC1C (centres undefined),-7,0,-1,39,0,9,-7,9
O=C(CSc1nc2[nH]ncc2c(=O)n1-c1ccccc1)N1CCCc2ccccc21,5,-6,.,3,18,7,.,-4
CCOC(=O)c1[nH]c2c(c1-c1ccccc1)C(=O)CC(c1ccc(OC)c(OC)c1)C2 (centres undefined),-4,1,10,-10,5,14,-4,-2
Cc1ccccc1C(=O)Nc1ccccc1C(=O)N1CCC(C)CC1,-5,0,0,-7,20,18,3,1
COc1ccc(CNC(=O)CSc2nnc(Cn3nnc4ccccc43)n2C)cc1,5,-5,-6,-17,22,6,4,-5
CN(C)C(=S)Nc1nc2ccccc2s1,0,.,11,-32,.,29,31,.
CCc1cc(OCCN2C(=O)NC(C)(C)C2=O)ccc1Cl,-13,9,2,-3,7,-6,2,-4
CNC(=O)CSc1n[nH]c(-c2cc(Cl)ccc2OC)n1,9,16,1,5,13,2,-7,-2
COc1ccc(C(=O)c2coc3ccc(OC(C)=O)cc23)cc1,-7,7,-6,-8,-4,4,3,-3
O=C1CCCN1S(=O)(=O)c1ccc(F)cc1,2,2,-5,-2,5,-11,2,0
Cc1ccc(N2CCOCC2)c2c1C(=O)c1ccccc1C2=O,8,-120,0,2,16,14,11,-1
CC1CCN(C(=O)c2ccc(S(=O)(=O)Cc3ccccc3F)c([N+](=O)[O-])c2)CC1,1,8,-13,17,-44,-10,-14,1
COC(=O)c1ccc(Cn2cnc3ccccc3c2=O)cc1,-5,4,4,2,15,0,-11,-2
Cn1c(O)c(N=NC(=S)Nc2ccccc2F)c2cc(S(=O)(=O)N3CCOCC3)ccc21,-6,.,4,38,.,19,4,.
O=C1OC(c2ccccc2)=NC12CC2c1ccc(Cl)cc1 (centres undefined),-12,2,-6,-2,-6,2,3,-2
Cc1cccc(C(=O)OCC(=O)Nc2ccc(F)cc2)c1,-3,0,-14,26,-32,1,-2,1
COC(=O)C1=C(C)NC2=C(C(=O)CC(C)(C)C2)C1c1ccccn1 (centres undefined),-2,10,-1,9,13,12,-6,-1
CC1=CC(=O)C(C(C)C)=C/C1=N/OC(=O)c1cccc([N+](=O)[O-])c1,3,3,2,4,-1,7,10,-3
CC(C)[C@H](NC(=O)c1c(F)cccc1F)C(=O)OCC(=O)NC(=O)NC1CCCC1,-2,0,-10,-11,-4,21,3,-2
CCN(C[C@H]1N[C@@](Cc2ccccc2)(C(=O)OC)[C@H]2C(=O)N(Cc3ccccc3)C(=O)[C@@H]12)C(=O)Nc1ccc(C)cc1,-15,-17,7,3,6,12,11,-4
COc1ccc(C(=O)Cn2nnc(-c3ccccc3NC(=O)c3ccco3)n2)cc1,-7,1,8,-10,13,17,-8,0
O=C(Cn1cnc2ccccc2c1=O)N/N=C/c1ccc(Br)cc1,-11,6,27,-6,8,-5,-5,-2
CCC(C(=O)NCCCN1CCCC1=O)n1c2ccccc2c2nc(=O)cc(C)n21 (centres undefined),8,0,-2,8,20,15,9,-4
OC(CNCC(c1ccc(Cl)cc1Cl)c1c[nH]c2ccccc12)c1ccccc1 (centres undefined),33,31,6,2,-12,-25,-13,0
CCCNC(=O)c1ccc(N2CCC3(CC2)CC(c2cccc(Br)c2)=NO3)c(NC(=O)c2c(Cl)cccc2Cl)c1,5,-16,4,0,8,8,-3,-4
C[C@]12c3[nH]c4ccccc4c3CCN1C(=O)C(CC(=O)NCCC1=CCCCC1)C[C@@H]2C(=O)N1CCCCC1 (some centres undefined),-8,23,6,0,-3,36,3,-4
COc1ccc(CNC(=O)c2ccc(NS(=O)(=O)c3ccc4[nH]c(=O)[nH]c4c3)cc2)cc1OC,-2,-10,-3,8,4,-1,1,-4
COc1cccc(/C=C/C(=O)NCc2ccc(S(N)(=O)=O)cc2)c1,-9,11,17,3,14,-1,4,-5
CCCN(CCO)Cc1cccc(Oc2ccccc2)c1,-7,-1,-1,8,15,14,0,-4
O=C(CN1C(=O)C2CC=CCC2C1=O)Nc1nc2ccccc2[nH]1 (centres undefined),1,-4,2,0,0,-6,0,0
O=S(=O)(c1cccc(-c2csc(-c3ccccc3)n2)c1)N1CCOCC1,-5,-1,31,2,17,-5,-7,-4
c1cc2c(c(NCc3ccncc3)c1)CCCC2,-7,1,-2,17,-10,18,1,4
Cc1cccc(N=C2Sc3nc4c(C)c(C)ccc4cc3CN2CCN2CCOCC2)c1,6,5,15,14,-1,13,2,3
COc1ccc(C(=O)N/N=C(\CCC(=O)O)c2ccc(C(C)(C)C)cc2)cc1OC,1,5,-8,18,-9,-7,-5,-2
COc1cc(C(=O)NNC(=O)CNC(=O)C2CCCCC2)ccc1OC(C)C,-7,-17,-1,-7,11,12,-6,2
CCN1CCN(C(=O)c2cn(CC)c3ccc(S(=O)(=O)N(C)C)cc3c2=O)CC1,4,-3,-4,16,-8,-2,4,-4
CCN1CCN(c2nc(N)c([N+](=O)[O-])c(Nc3ccc(C)c(C)c3)n2)CC1,2,-6,1,1,-11,18,6,-4
